Screening results from PubChem.
Rac1 mut GTP: alters GTP binding to activated mutant human Rac1. GST-Rac1 activated beads, fluorescent GTP binding, flow cytometry; actives lie on both sides; 100% means binding = to untreated wells. percent activity (GTP binding), % at 10 µM. AID 764. 0.11% of 190,000 active. P63000;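 active = GTP binding at least 20 percentage points away from the 100% baseline, in either direction, so actives lie on both sides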
Avidin fluor: avidin bead compound fluorescence profile; fluorescence (KMESF) at 10 µM; Avidin beads, compound fluorescence 488/530 nm, flow cytometry; stronger effect = higher value; 0.38% of 220,000 active; in the data active = fluorescence above about 47; also: inactives centre near 10
ABCB1 block: human ABCB1 inhibition, ABCG2 as counter-screen; 0.067% of 190,000 active; inhibition, % at 6.6 µM; CCRF-Adr cells, JC-1 efflux, flow cytometry; P08183; in the data active = inhibition above about 40%;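 also: 0% = vehicle and 100% = reference inhibitor; higher value means more JC-1 retained so stronger ABCB1 efflux block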
Target sequence (P08183 whole entry, looked up): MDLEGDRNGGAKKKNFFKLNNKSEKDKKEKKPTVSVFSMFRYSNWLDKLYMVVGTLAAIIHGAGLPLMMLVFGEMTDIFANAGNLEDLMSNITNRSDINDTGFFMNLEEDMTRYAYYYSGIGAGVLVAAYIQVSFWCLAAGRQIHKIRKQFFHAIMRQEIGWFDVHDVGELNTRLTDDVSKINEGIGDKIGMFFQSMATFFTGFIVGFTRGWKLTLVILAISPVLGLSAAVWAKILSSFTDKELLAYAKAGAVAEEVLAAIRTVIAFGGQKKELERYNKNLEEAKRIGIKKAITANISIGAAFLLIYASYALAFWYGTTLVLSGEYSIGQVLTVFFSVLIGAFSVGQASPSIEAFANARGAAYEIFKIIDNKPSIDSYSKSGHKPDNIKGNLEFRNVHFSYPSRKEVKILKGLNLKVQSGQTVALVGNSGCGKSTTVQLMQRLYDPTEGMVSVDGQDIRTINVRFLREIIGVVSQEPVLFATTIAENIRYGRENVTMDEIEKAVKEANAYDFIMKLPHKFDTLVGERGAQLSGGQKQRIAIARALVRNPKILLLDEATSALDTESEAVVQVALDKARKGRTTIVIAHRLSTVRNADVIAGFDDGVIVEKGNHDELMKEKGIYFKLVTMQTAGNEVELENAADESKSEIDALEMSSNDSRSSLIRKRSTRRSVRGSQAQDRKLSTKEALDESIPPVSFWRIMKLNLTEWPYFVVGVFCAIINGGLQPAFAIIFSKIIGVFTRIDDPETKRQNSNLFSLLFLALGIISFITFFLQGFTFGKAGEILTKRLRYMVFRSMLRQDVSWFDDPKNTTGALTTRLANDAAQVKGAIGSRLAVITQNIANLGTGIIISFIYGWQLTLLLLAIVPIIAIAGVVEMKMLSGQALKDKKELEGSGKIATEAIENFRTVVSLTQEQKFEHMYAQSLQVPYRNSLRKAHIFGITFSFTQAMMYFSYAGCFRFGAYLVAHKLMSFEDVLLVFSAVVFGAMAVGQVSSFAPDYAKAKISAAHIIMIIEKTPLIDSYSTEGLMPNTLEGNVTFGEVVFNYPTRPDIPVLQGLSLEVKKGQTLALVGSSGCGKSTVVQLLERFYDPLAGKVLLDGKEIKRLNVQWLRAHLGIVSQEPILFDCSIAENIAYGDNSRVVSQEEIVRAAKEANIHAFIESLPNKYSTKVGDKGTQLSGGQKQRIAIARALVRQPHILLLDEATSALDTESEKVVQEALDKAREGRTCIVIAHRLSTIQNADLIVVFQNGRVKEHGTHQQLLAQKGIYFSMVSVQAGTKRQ
Rab2 wt GTP: changes GTP binding to wildtype dog Rab2A, up or down. GTP binding activity, % at 10 µM. P61105. 0.19% of 190,000 active. AID 760. GST-Rab2 wt beads, Bodipy-GTP binding, flow cytometry;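 active = GTP binding activity at least 20 points away from 100%, either lowered or raised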;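 also: 0% = beads with excess unlabeled GTP and 100% = no-compound control corrected for plate trend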
ABCG2 block: human ABCG2 inhibition, ABCB1 as counter-screen; IgMXP3 cells, JC-1 efflux, flow cytometry; Q9UNQ0; AID 1325; 0.1% of 190,000 active; inhibition, % at 6.6 µM;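 active = inhibition above 80%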;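 also: 0% = DMSO and 100% = nicardipine control wells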
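Test system: IgMXP3 cells (ABCG2) mixed with DDAO far-red-labelled CCRF-Adr cells (ABCB1). Reagent: JC-1 transporter substrate. Compound dosing: single test compound dose, 6.6 µM final. Times: 10 min compound exposure, 25 °C. Detection: flow cytometry of retained JC-1 fluorescence. Read-out basis: efflux inhibition in percent versus controls. Controls: nicardipine and DMSO wells.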
GSH fluor: compound fluoresces at 488/530 nm on GSH beads. 0.25% of 190,000 active. AID 1776. GSH beads flow cytometry, compound fluorescence 488/530 nm; stronger effect = higher value. fluorescence (KMESF) at 10 µM; in the data active = fluorescence above about 89;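 also: glutathione beads carrying GST-tagged Bcl family fusion proteins plus one bare bead set; values are compound well signal with DMSO vehicle wells as background; inactives centre near 16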
HRas wt GTP: human HRas wildtype GTP binding, change in either direction. GTP binding activity, % at 10 µM. GST-Ras wt beads, Bodipy-FL-GTP binding, flow cytometry; actives lie on both sides. AID 759. P01112. 0.14% of 190,000 active;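 active = GTP binding activity at least 20% away from the 100% baseline, either lowered as inhibitor or raised as activator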;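 also: 0% = unlabeled GTP competition control and 100% = no-compound control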
Pf gametocyte: kills late stage P. falciparum gametocytes; P. falciparum stage V gametocytes, ATP luminescence, 24 h; inhibition, % at 10.9 µM; 0.065% of 150,000 active;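 active = inhibition above the mean plus 3 SD of compounds within the control limits, set per campaign, cut at about 38% in these data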;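 also: 0% = DMSO wells and 100% = medium only without gametocytes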
Rab7 wt GTP bind: dog Rab7 wildtype GTP binding, inhibitors and activators; AID 758; GST-Rab7 beads, fluorescent GTP binding, flow cytometry; actives lie on both sides; untreated = 100%, excess cold GTP = 0%; 0.055% of 190,000 active; GTP binding activity (percent of control), % at 10 µM;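 active = fluorescent GTP binding to Rab7 beads changed by at least 20 points from the 100% baseline, either direction, mostly lower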;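 also: median green fluorescence of bound Bodipy-FL-GTP per Rab7 bead population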
Rac1 wt modul: alters GTP binding to wildtype human Rac1. P63000. GST-Rac1 beads, fluorescent GTP binding, flow cytometry; actives lie on both sides; 0 = cold GTP competed, 100 = untreated. GTP binding activity (% of control), % at 10 µM. 0.27% of 190,000 active. AID 757;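 active = GTP binding activity at least 20 points away from the 100% control level, either lower or higher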
Cdc42 wt: modulators (inhibitors or activators) of GTP binding to human Cdc42 wildtype; P60953; 0.2% of 190,000 active; AID 761; GST-Cdc42 beads, Bodipy-GTP binding, flow cytometry; actives lie on both sides; percent activity (GTP binding), % at 10 µM;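 active = percent activity GTP binding at least 20 points away from the 100% baseline, either down as inhibitor or up as activator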;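 also: median bead fluorescence of bound Bodipy-FL-GTP at 100 nM; 0% = excess unlabeled GTP control and 100% = no compound control; below 100% means less GTP binding so inhibitor and above means activator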
* marks the source's active call; other numbers are inactive results.

Results for Cc1ccccc1C1=N/C(=C/c2cccs2)C(=O)O1 ?
Rac1 mut GTP: 94; Avidin fluor: 10; ABCB1 block: 0.0; Rab2 wt GTP: 97; ABCG2 block: 3; GSH fluor: 25; HRas wt GTP: 95; Pf gametocyte: -15; Rab7 wt GTP bind: 98; Rac1 wt modul: 95; Cdc42 wt: 93

Results for CCNC(=O)NS(=O)(=O)c1cnccc1Nc1cccc(Cl)c1 ?
Rac1 mut GTP: 107; Avidin fluor: 2; ABCB1 block: 1.0; Rab2 wt GTP: 111; ABCG2 block: 4; GSH fluor: 13; HRas wt GTP: 107; Rab7 wt GTP bind: 102; Rac1 wt modul: 116; Cdc42 wt: 106

How did COc1ccc(OC)c(N=c2ssnc2Cl)c1 do in these assays?
Rac1 mut GTP: 92; Avidin fluor: 3; ABCB1 block: -1.8; Rab2 wt GTP: 92; ABCG2 block: -9; GSH fluor: 44; HRas wt GTP: 93; Pf gametocyte: 10; Rab7 wt GTP bind: 93; Rac1 wt modul: 93; Cdc42 wt: 93

What do the screens show for `c1nc(NCC2(N3CCOCC3)CCCCC2)c2ccsc2n1`?
Rac1 mut GTP: 100; Avidin fluor: 32; ABCB1 block: 0.0; Rab2 wt GTP: 107; ABCG2 block: 10; GSH fluor: 24; HRas wt GTP: 101; Pf gametocyte: -4; Rab7 wt GTP bind: 99; Rac1 wt modul: 102; Cdc42 wt: 99

How did CC12CCC(C(=O)Nc3nc4ccc(Br)cc4s3)(OC1=O)C2(C)C (stereo not drawn) do in these assays?
Rac1 mut GTP: 93; Avidin fluor: 12; ABCB1 block: -0.1; Rab2 wt GTP: 97; ABCG2 block: 13; GSH fluor: 13; HRas wt GTP: 97; Pf gametocyte: 14; Rab7 wt GTP bind: 103; Rac1 wt modul: 99; Cdc42 wt: 99

What do the screens show for `O=C(CCn1c(=O)c2ccccc2n(Cc2cccc([N+](=O)[O-])c2)c1=O)N1CCc2ccccc2C1`?
Rac1 mut GTP: 88; Avidin fluor: 4; ABCB1 block: 11; Rab2 wt GTP: 90; ABCG2 block: 0; GSH fluor: 9; HRas wt GTP: 92; Pf gametocyte: -18; Rab7 wt GTP bind: 99; Rac1 wt modul: 92; Cdc42 wt: 91

How did CS(=O)(=O)N1N=C(c2ccccc2)CC1c1cccs1 (stereo not drawn) do in these assays?
Rac1 mut GTP: 96; Avidin fluor: 31; ABCB1 block: 0.3; Rab2 wt GTP: 102; ABCG2 block: 1; GSH fluor: 13; HRas wt GTP: 101; Rab7 wt GTP bind: 100; Rac1 wt modul: 98; Cdc42 wt: 100

What do the screens show for `COC(=O)c1ccc(/C=N/Nc2nc3ccccc3[nH]2)cc1`?
Rac1 mut GTP: 96; Avidin fluor: 11; ABCB1 block: -0.5; Rab2 wt GTP: 96; ABCG2 block: -1; GSH fluor: 14; HRas wt GTP: 96; Pf gametocyte: -41; Rab7 wt GTP bind: 95; Rac1 wt modul: 96; Cdc42 wt: 98

What do the screens show for `CN(/N=C/c1cccnc1)c1cnn(-c2ccc(F)c(Cl)c2)c(=O)c1Cl`?
Rac1 mut GTP: 101; Avidin fluor: 8; ABCB1 block: 0.0; Rab2 wt GTP: 103; ABCG2 block: 0; GSH fluor: 21; HRas wt GTP: 104; Pf gametocyte: 14; Rab7 wt GTP bind: 97; Rac1 wt modul: 102; Cdc42 wt: 99

How did O=Nc1c2cc(-c3ccccc3)[nH]nc-2c2ccccc12 do in these assays?
Rac1 mut GTP: 93; Avidin fluor: 10; ABCB1 block: 0.1; Rab2 wt GTP: 95; ABCG2 block: 6; GSH fluor: 12; HRas wt GTP: 96; Pf gametocyte: -30; Rab7 wt GTP bind: 107; Rac1 wt modul: 96; Cdc42 wt: 94

How did CC(C)(C)C1CCC2(CC1)SCC(=O)N2c1ccccc1 (stereo not drawn) do in these assays?
Rac1 mut GTP: 100; Avidin fluor: 11; ABCB1 block: 1.0; Rab2 wt GTP: 104; ABCG2 block: 3; GSH fluor: 16; HRas wt GTP: 106; Rab7 wt GTP bind: 106; Rac1 wt modul: 101; Cdc42 wt: 106

What do the screens show for `COc1ccc(C(=O)c2ccccc2)c2c(O)ccc(C(=O)c3ccccc3)c12`?
Rac1 mut GTP: 100; Avidin fluor: 31; ABCB1 block: 1.2; Rab2 wt GTP: 101; ABCG2 block: 0; GSH fluor: 22; HRas wt GTP: 104; Rab7 wt GTP bind: 102; Rac1 wt modul: 104; Cdc42 wt: 101

What do the screens show for `COCCNS(=O)(=O)c1ccc2c(c1)n(C)c(=O)n2C`?
Rac1 mut GTP: 100; Avidin fluor: 4; ABCB1 block: -0.2; Rab2 wt GTP: 99; ABCG2 block: -1; GSH fluor: 27; HRas wt GTP: 100; Pf gametocyte: 1; Rab7 wt GTP bind: 98; Rac1 wt modul: 104; Cdc42 wt: 100

Results for O=C1/C(=C/c2ccccn2)COc2ccccc21 ?
Rac1 mut GTP: 96; Avidin fluor: 12; ABCB1 block: 0.3; Rab2 wt GTP: 97; ABCG2 block: 6; GSH fluor: 12; HRas wt GTP: 94; Pf gametocyte: 17; Rab7 wt GTP bind: 95; Rac1 wt modul: 96; Cdc42 wt: 97

Results for O=C(NCc1cccc(Cl)c1)c1ccc2c(c1)OCO2 ?
Rac1 mut GTP: 96; Avidin fluor: 11; ABCB1 block: 0.5; Rab2 wt GTP: 96; ABCG2 block: 34; GSH fluor: 33; HRas wt GTP: 100; Pf gametocyte: -11; Rab7 wt GTP bind: 98; Rac1 wt modul: 106; Cdc42 wt: 101

What do the screens show for `COc1ccccc1CNC(=O)c1ccc(OCc2c(C)noc2C)c(OC)c1`?
Rac1 mut GTP: 100; Avidin fluor: 9; ABCB1 block: 0.5; Rab2 wt GTP: 102; ABCG2 block: 7; GSH fluor: 13; HRas wt GTP: 101; Rab7 wt GTP bind: 100; Rac1 wt modul: 103; Cdc42 wt: 102

How did Cc1cccc(NC(=S)NCCN2CCOCC2)c1C do in these assays?
Rac1 mut GTP: 102; Avidin fluor: 3; ABCB1 block: 0.6; Rab2 wt GTP: 99; ABCG2 block: 2; GSH fluor: 7; HRas wt GTP: 102; Rab7 wt GTP bind: 100; Rac1 wt modul: 108; Cdc42 wt: 101

What do the screens show for `Cc1ccc(Nc2nc(OC(C(F)(F)F)C(F)(F)F)nc(N3CCOCC3)n2)cc1`?
Rac1 mut GTP: 95; Avidin fluor: 14; ABCB1 block: 0.4; Rab2 wt GTP: 95; ABCG2 block: 6; GSH fluor: 12; HRas wt GTP: 96; Pf gametocyte: -9; Rab7 wt GTP bind: 93; Rac1 wt modul: 95; Cdc42 wt: 95

Results for N#CCC(=O)Nc1sc2c(c1C(N)=O)CCCC2 ?
Rac1 mut GTP: 97; Avidin fluor: 7; ABCB1 block: -2.4; Rab2 wt GTP: 100; ABCG2 block: -2; GSH fluor: 23; HRas wt GTP: 101; Rab7 wt GTP bind: 104; Rac1 wt modul: 104; Cdc42 wt: 102

What do the screens show for `O=C(NCc1ccco1)c1ccc(Br)s1`?
Rac1 mut GTP: 95; Avidin fluor: 32; ABCB1 block: 0.2; Rab2 wt GTP: 100; ABCG2 block: 3; GSH fluor: 30; HRas wt GTP: 96; Rab7 wt GTP bind: 96; Rac1 wt modul: 93; Cdc42 wt: 95

Looked up by compound from the entries so far:
What do the screens show for `O=C(NCc1ccco1)c1ccc(Br)s1`?
Rac1 mut GTP: 95; Avidin fluor: 32; ABCB1 block: 0.2; Rab2 wt GTP: 100; ABCG2 block: 3; GSH fluor: 30; HRas wt GTP: 96; Rab7 wt GTP bind: 96; Rac1 wt modul: 93; Cdc42 wt: 95

What do the screens show for `Cc1ccc(Nc2nc(OC(C(F)(F)F)C(F)(F)F)nc(N3CCOCC3)n2)cc1`?
Rac1 mut GTP: 95; Avidin fluor: 14; ABCB1 block: 0.4; Rab2 wt GTP: 95; ABCG2 block: 6; GSH fluor: 12; HRas wt GTP: 96; Pf gametocyte: -9; Rab7 wt GTP bind: 93; Rac1 wt modul: 95; Cdc42 wt: 95

Later entries
What do the screens show for `Nn1c(SCC(=O)Nc2ccc(F)cc2)nnc1C1CCCCC1`?
Rac1 mut GTP: 101; Avidin fluor: 31; ABCB1 block: 2.3; Rab2 wt GTP: 100; ABCG2 block: 5; GSH fluor: 19; HRas wt GTP: 102; Pf gametocyte: -5; Rab7 wt GTP bind: 101; Rac1 wt modul: 102; Cdc42 wt: 102

Results for Cc1ccccc1NS(=O)(=O)c1cc(C(=O)Nc2cccc([N+](=O)[O-])c2)ccc1C ?
Rac1 mut GTP: 98; Avidin fluor: 11; ABCB1 block: 0.9; Rab2 wt GTP: 96; ABCG2 block: 4; GSH fluor: 12; HRas wt GTP: 96; Pf gametocyte: 2; Rab7 wt GTP bind: 99; Rac1 wt modul: 99; Cdc42 wt: 98

How did CC(=O)NS(=O)(=O)c1ccc(NC(=O)c2ccccc2F)cc1 do in these assays?
Rac1 mut GTP: 101; Avidin fluor: 7; ABCB1 block: 0.5; Rab2 wt GTP: 101; ABCG2 block: 2; GSH fluor: 11; HRas wt GTP: 101; Pf gametocyte: -8; Rab7 wt GTP bind: 99; Rac1 wt modul: 110; Cdc42 wt: 106

How did O=C(N/N=C(\Cc1ncc[nH]1)c1ccccc1)c1ccccc1 do in these assays?
Rac1 mut GTP: 93; Avidin fluor: 18; ABCB1 block: 0.0; Rab2 wt GTP: 96; ABCG2 block: 11; GSH fluor: 11; HRas wt GTP: 96; Pf gametocyte: -1; Rab7 wt GTP bind: 94; Rac1 wt modul: 97; Cdc42 wt: 98

What do the screens show for `Cc1[nH]n(-c2ccc(Cl)cc2)c(=O)c1/C=N/n1c(C)nc2ccccc2c1=O`?
Rac1 mut GTP: 95; Avidin fluor: 23; ABCB1 block: 0.3; Rab2 wt GTP: 96; ABCG2 block: 4; GSH fluor: 13; HRas wt GTP: 99; Rab7 wt GTP bind: 97; Rac1 wt modul: 102; Cdc42 wt: 99

What do the screens show for `O=C(N1CCCC1)n1c(Cc2ccccc2)nc2ccccc21`?
Rac1 mut GTP: 98; Avidin fluor: 16; ABCB1 block: 0.6; Rab2 wt GTP: 101; ABCG2 block: 0; GSH fluor: 28; HRas wt GTP: 100; Rab7 wt GTP bind: 99; Rac1 wt modul: 108; Cdc42 wt: 103

What do the screens show for `COc1cccc(Oc2nc3ncn(Cc4ccccc4)c3c(=O)n2C)c1`?
Rac1 mut GTP: 97; Avidin fluor: 16; ABCB1 block: 0.8; Rab2 wt GTP: 98; ABCG2 block: 3; GSH fluor: 35; HRas wt GTP: 96; Pf gametocyte: 26; Rab7 wt GTP bind: 97; Rac1 wt modul: 93; Cdc42 wt: 97

How did CCOc1cc(C(=S)N2CCOCC2)ccc1OC do in these assays?
Rac1 mut GTP: 99; Avidin fluor: 6; ABCB1 block: 0.4; Rab2 wt GTP: 101; ABCG2 block: 3; GSH fluor: 13; HRas wt GTP: 101; Rab7 wt GTP bind: 101; Rac1 wt modul: 99; Cdc42 wt: 101
